# Screening results as filed in PubChem BioAssay.
# Dicer inh: blocks human Dicer maturation of pre-miR-21; cat-ELCCA pre-miR-21 Dicer processing, chemiluminescence; stronger effect = higher value; z-score at 25 µM; Q9UPY3; actives 6% (n = 47,000); in the data active means z-score above about 3, passing the limit was not always enough;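 further: plate controls were vehicle for no effect and no enzyme for full effect; higher signal means more uncleaved substrate so more Dicer inhibition; strong numbers were not always called active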
# Target sequence (Q9UPY3 whole entry, looked up): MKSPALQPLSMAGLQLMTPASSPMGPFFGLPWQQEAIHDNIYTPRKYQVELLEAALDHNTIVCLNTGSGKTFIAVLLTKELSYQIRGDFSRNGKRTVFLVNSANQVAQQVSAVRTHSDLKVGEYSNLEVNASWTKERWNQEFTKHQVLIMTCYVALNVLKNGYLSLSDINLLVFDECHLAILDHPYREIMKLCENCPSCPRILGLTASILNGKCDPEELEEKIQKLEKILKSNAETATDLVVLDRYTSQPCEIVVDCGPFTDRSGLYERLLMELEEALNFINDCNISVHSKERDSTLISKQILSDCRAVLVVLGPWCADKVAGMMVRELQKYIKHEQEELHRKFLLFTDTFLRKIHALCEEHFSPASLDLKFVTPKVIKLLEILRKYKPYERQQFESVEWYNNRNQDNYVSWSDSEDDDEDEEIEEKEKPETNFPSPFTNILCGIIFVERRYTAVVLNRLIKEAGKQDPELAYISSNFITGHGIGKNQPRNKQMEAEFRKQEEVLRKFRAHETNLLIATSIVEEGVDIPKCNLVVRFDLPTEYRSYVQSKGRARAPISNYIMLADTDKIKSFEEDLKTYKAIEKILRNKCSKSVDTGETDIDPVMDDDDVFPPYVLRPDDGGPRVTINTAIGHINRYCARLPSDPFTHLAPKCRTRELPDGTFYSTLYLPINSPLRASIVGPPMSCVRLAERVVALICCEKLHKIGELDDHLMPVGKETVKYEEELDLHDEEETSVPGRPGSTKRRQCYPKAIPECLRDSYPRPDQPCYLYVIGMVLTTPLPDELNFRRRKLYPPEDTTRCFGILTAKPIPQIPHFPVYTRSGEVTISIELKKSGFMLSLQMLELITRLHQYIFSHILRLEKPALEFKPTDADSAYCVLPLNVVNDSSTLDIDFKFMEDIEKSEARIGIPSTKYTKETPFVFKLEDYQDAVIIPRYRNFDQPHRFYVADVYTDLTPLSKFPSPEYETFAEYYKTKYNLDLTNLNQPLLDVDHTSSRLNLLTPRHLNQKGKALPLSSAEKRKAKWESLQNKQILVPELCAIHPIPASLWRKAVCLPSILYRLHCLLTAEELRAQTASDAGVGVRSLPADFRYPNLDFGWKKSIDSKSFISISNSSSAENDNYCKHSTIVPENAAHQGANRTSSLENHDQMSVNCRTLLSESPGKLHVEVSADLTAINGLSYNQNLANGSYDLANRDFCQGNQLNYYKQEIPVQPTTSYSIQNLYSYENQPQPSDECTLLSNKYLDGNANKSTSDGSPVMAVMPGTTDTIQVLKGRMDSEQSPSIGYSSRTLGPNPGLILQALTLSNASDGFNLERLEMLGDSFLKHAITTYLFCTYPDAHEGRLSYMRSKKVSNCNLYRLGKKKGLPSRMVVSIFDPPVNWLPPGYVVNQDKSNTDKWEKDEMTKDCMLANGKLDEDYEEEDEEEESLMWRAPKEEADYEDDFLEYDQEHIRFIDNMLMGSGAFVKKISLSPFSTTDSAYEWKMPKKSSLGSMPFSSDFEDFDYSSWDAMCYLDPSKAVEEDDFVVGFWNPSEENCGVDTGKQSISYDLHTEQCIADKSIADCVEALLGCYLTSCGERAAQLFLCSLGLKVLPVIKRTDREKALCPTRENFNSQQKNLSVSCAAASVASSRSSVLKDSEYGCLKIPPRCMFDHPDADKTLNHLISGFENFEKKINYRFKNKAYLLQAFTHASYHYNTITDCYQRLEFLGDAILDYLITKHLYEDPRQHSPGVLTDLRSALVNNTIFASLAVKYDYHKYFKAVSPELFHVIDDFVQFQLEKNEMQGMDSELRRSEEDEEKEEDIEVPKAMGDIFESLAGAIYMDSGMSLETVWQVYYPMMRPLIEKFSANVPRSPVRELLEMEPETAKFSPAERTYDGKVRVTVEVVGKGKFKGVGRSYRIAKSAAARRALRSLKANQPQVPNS
# * = called active by the depositor. Only part of the results is shown; rates above refer to the full screens.
structure	Dicer inh
Cn1c(CNc2ccc(O)cc2)nc2ccccc21	0.67
Cn1c(=O)c2[nH]c(NCc3ccco3)nc2n(C)c1=O	1
CCSc1nnc2c(n1)OC(c1ccc(OCC(=O)O)cc1)Nc1ccccc1-2 (stereo not drawn)	-0.61
COc1ccc(C2C3C(=O)N(Cc4ccccc4)C(=O)C3ON2c2ccccc2)cc1 (stereo not drawn)	0.46
c1cc2c(cc1-c1csc(-c3ccc4c(c3)OCCO4)n1)OCO2	-0.55
COCn1c(-c2ccccc2)nc2ccccc21	0.14
N#CCCN(Cc1cccnc1)C(=S)NC1CC2C=CC1C2 (stereo not drawn)	1.3
C=CCN1C(=O)C(O)(C(C)C(=O)c2ccccc2)c2ccccc21 (stereo not drawn)	-0.13
COCCN1C(=O)c2oc3cc(C)c(C)cc3c(=O)c2C1c1ccccc1F (stereo not drawn)	-1.2
CCCn1c(=O)c(C(N)=O)cn(C2CC2)c1=O	2
C#CCOC(=O)CCCN1C(=O)c2cccc3cccc(c23)C1=O	-1.5
CCn1c(-c2ccc([N+](=O)[O-])cc2)csc1=Nc1cc(C)ccn1	0.83
O=C1CC(c2ccc(Cl)cc2)Sc2nc(-c3ccccc3)nn21 (stereo not drawn)	4.1*
CCc1cc(C(=O)c2ccc(OC)cc2)c(NC(=O)c2ccc(OC)cc2)s1	-1.2
CN(C)/C=C/C(=O)c1cc(Cl)sc1Cl	0.99
CCOC(=O)c1nc(C)sc1-c1ccnn1S(=O)(=O)c1ccc(C)cc1	-0.63
COc1ccc(C2CC(=O)C3=C(C2)NC(C)=C(C#N)C3c2cc3c(cc2Cl)OCO3)cc1 (stereo not drawn)	0.12
CNS(=O)(=O)c1ccc(Br)cc1I	1.5
O=c1n(Cc2ccccc2Cl)nc2n1-c1ccccc1SC2	-1.4
CCOC(=O)c1c(C)n(C)c2ccc(OCC(O)Cn3nnc4ccccc43)cc12 (stereo not drawn)	-0.04
Cc1cc([N+](=O)[O-])nn1CC(=O)Nc1cnc2ccccc2c1	3.5*
Oc1ccccc1C1=NN2C(C1)c1ccccc1OC2c1cccnc1 (stereo not drawn)	12*
Cc1cccc(NC(c2cccnc2)c2ccc3cccnc3c2O)n1 (stereo not drawn)	3.5*
COc1ccc(OCCn2c(S(=O)(=O)Cc3ccccc3)nc3ccccc32)cc1	-0.05
O=C(Cn1cc(C(=O)C2CCCCC2)c2ccccc21)NC1CCCCC1	0.92
Cc1nc(Oc2ccccc2)c2oc3ccccc3c2n1	-1.1
N#Cc1c(C(F)(F)F)cc(-c2cccs2)nc1OCC(=O)c1ccccc1	-0.46
CCOC(=O)c1c(N)n(CCc2ccccc2)c2nc3ccccc3nc12	-0.11
Cc1cc(CSC(=N)N)c(CSC(=N)N)cc1C	-3.2
CCOC(Cc1nnc(SCC(=O)c2cccc(C(F)(F)F)c2)n1C)OCC	0.32
O=C(NC(Nc1ccccn1)(C(F)(F)F)C(F)(F)F)c1cccnc1	0.55
COc1ccc(Br)cc1C1Nc2ccc(C)cc2-c2cc(C)nn21 (stereo not drawn)	3.5*
O=C(O)C1C2C=CC3(CN(Cc4ccccc4)C(=O)C13)O2 (stereo not drawn)	3.2*
COc1ccc(NC(=O)C2C3C=CC(O3)C2C(=O)O)c(OC)c1 (stereo not drawn)	-1
Cc1cc(C)n(-c2c(Cl)cc(C(F)(F)F)cc2Cl)n1	1.4
O/N=C/c1cc(C(F)(F)F)cc(C(F)(F)F)c1	-0.44
CN1c2ccsc2C(O)=C(C(=O)Nc2cccc(Cl)c2)S1(=O)=O	1.3
COCCN1C(=O)C(=O)/C(=C(/O)c2ccccc2)C1c1ccc(C(C)C)cc1 (stereo not drawn)	1.1
COC(=O)c1sc(S(C)=O)c2c1CC(C)(C)CC2=O (stereo not drawn)	-1.4
CCOc1cc(C2c3c(oc4ccc(F)cc4c3=O)C(=O)N2Cc2ccc3c(c2)OCO3)ccc1O (stereo not drawn)	-0.8
Nc1c(C(=O)Nc2ccc(Cl)cc2)sc2nc3c(cc12)CCCCC3	0.82
COc1ccc(C(C)C)cc1S(=O)(=O)n1cnc(C)c1	-0.53
Cc1noc(C)c1NC(=O)NCc1cc2ccccc2s1	-2.4
Cn1c(=O)n(CCOc2ccc(Cl)cc2)c2ccccc21	0.12
Fc1ccc(Nc2nnns2)cc1	2.6
Cc1ccc(C(C)C)c(OCC(O)Cn2cnc3ccccc32)c1 (stereo not drawn)	0.02
S=C(Nc1ccc(Cl)cc1)SCc1c(Cl)cccc1Cl	0.19
Cc1cc(S(=O)(=O)Oc2ccc(OCc3ccccc3)cc2)c(C)cc1Cl	-1.7
O=C1/C(=C/c2c(F)cccc2Cl)COc2ccc(F)cc21	0.92
Cc1cc2c(cc1S(N)(=O)=O)S(=O)(=O)CCC2	0.78

# Next part; the last three above are carried over.
SMILES | Dicer inh
Cc1cc(S(=O)(=O)Oc2ccc(OCc3ccccc3)cc2)c(C)cc1Cl | -1.7
O=C1/C(=C/c2c(F)cccc2Cl)COc2ccc(F)cc21 | 0.92
Cc1cc2c(cc1S(N)(=O)=O)S(=O)(=O)CCC2 | 0.78
CCn1nnc(-c2cc(Cl)cc(Cl)c2)n1 | 1.7
COC(=O)c1ccc(Cn2nnc3sc4c(c3c2=O)CCC(C)C4)cc1 (stereo not drawn) | 2.4
O=c1c2ccccc2nc(SCc2ccccc2)n1-c1ccc(F)cc1F | -0.62
O=[N+]([O-])c1ccsc1Sc1ccc(C(F)(F)F)cn1 | -0.18
COc1ccc(C2CC(=O)c3cc(OC)c(OC)cc32)cc1OC (stereo not drawn) | 0.28
COC(=O)Cc1nc(NS(=O)(=O)c2cccc(C(F)(F)F)c2)sc1C | 0.17
Cc1sc2nc(SCC(=O)NCCCn3ccnc3)[nH]c(=O)c2c1C | 0.06
Cc1cc(C)c(C(=O)CC2(O)C(=O)N(C)c3ccccc32)c(C)c1 (stereo not drawn) | -0.57
OC(CN1CCOCC1)Cn1c2ccc(Br)cc2c2cc(Br)cc(Br)c21 (stereo not drawn) | 0.42
Clc1ccc(C2=NN3COc4ccccc4C3C2)cc1 (stereo not drawn) | 2.1
COc1ccc(C2=Nc3cccc4cccc(c34)N2)cc1 | 0.66
COC(=O)C1C(=O)NC(SCc2cccc3ccccc23)=C(C#N)C1c1ccccc1C (stereo not drawn) | -1
Cc1cc(C)c(NS(=O)(=O)c2ccc3c(c2)n(C)c(=O)n3C)c(C)c1 | -0.69
O=C(CN1C(=O)c2ccccc2S1(=O)=O)NCCSCc1ccccc1Cl | 0.61
c1ccc(-c2cc(-c3ccco3)c(-c3ccccc3)nn2)cc1 | -0.89
Cc1ccc(C2C(=O)c3ccccc3C2=O)cc1 | 0.87
COC(=O)c1sc(N2C(=O)c3oc4cc(C)c(C)cc4c(=O)c3C2c2ccc(O)cc2)nc1C (stereo not drawn) | 0.39
CCOC(=O)c1cnn(C(=O)c2cccc3ccccc23)c1N | 0.05
Cc1ccccc1Oc1nc2c(c(=O)n(Cc3ccccc3Cl)c(=O)n2C)n1C | -0.96
Cn1cnnc1Sc1nc2c(c(=O)n(C)c(=O)n2C)n1Cc1ccc(Br)cc1 | -1.7
O=S1(=O)NC(=NC2CCCCC2)c2ccccc21 | 1.4
CC(=O)COc1nc2c(c(-c3ccco3)c1C#N)CCc1ccccc1-2 | 243
CCOC(=O)c1cc(-c2csc(Nc3c(C)cc(C)cc3C)n2)on1 | 0.98
N#Cc1ccc2nc3c(nc2c1)CCCC3 | -1.2
C=CCn1c(N)cc(=O)nc1SCC(=O)Nc1cc(C)ccn1 | -0.44
O=C1C=C(NCc2ccco2)CC(c2ccc(Cl)cc2)C1 (stereo not drawn) | 0.03
CCCCOC(=O)C1C2C=CC3(CN(Cc4ccccc4)C(=O)C13)O2 (stereo not drawn) | 0.77
CC1=C(C)CC2C(=O)N(c3ccc(N4CCOCC4)cc3)C(=O)C2C1 (stereo not drawn) | -0.02
O=C(Nc1cc(Cl)cc(Cl)c1)N1CCCc2ccccc21 | -0.22
O=C(COc1ccc(F)cc1)Nc1nccs1 | -0.12
Cc1nnc(N2C(=O)C(O)=C(C(=O)c3cccs3)C2c2ccc(Cl)cc2)s1 (stereo not drawn) | 0.95
Nc1ccccc1SC/C=C/CSc1ccccc1N | 1.4
CC(C)Sc1nc(N2CCCC2)c2c(c1C#N)CC(C)(C)OC2 | -0.59
Cc1cccc(Oc2c(C(F)(F)F)oc3cc(OCC(=O)OC(C)C)ccc3c2=O)c1 | -0.41
CC(C)CSc1nc2ccccc2n1CC(=O)O | 3.2*
Cn1nccc1NS(=O)(=O)c1ccc(NC(=O)C(F)(F)F)cc1 | 0.09
Cc1cccc(NC(c2ccncc2)c2ccc3cccnc3c2O)c1 (stereo not drawn) | 0.59
N#CC(Nc1cc(Cl)cc(Cl)c1)c1ccccc1 (stereo not drawn) | 0.23
N#Cc1c(N2C(=O)CCC2=O)sc2c1CCCC2 | -1.5
O=C(O)c1cc([N+](=O)[O-])ccc1NCc1ccco1 | -0.82

# The list goes on, starting with the last seven of the part before.
SMILES | Dicer inh
Cc1cccc(Oc2c(C(F)(F)F)oc3cc(OCC(=O)OC(C)C)ccc3c2=O)c1 | -0.41
CC(C)CSc1nc2ccccc2n1CC(=O)O | 3.2*
Cn1nccc1NS(=O)(=O)c1ccc(NC(=O)C(F)(F)F)cc1 | 0.09
Cc1cccc(NC(c2ccncc2)c2ccc3cccnc3c2O)c1 (stereo not drawn) | 0.59
N#CC(Nc1cc(Cl)cc(Cl)c1)c1ccccc1 (stereo not drawn) | 0.23
N#Cc1c(N2C(=O)CCC2=O)sc2c1CCCC2 | -1.5
O=C(O)c1cc([N+](=O)[O-])ccc1NCc1ccco1 | -0.82
CSC(=NCc1c(Cl)cccc1Oc1ccccc1)NS(=O)(=O)c1ccccc1 | 0.63
CCc1cc(C(N)=S)ccn1 | 0.77
COC(=O)c1c(C)oc2ccc(OC(=O)c3ccc(Br)cc3)cc12 | 1.6
COc1ccc(OC)c(C2C(C(=O)OC(C)C)=C(C)NC3=C2C(=O)CC(c2ccccc2)C3)c1 (stereo not drawn) | 1.2
CC(C)CC(NC(=O)Cc1ccsc1)C(=O)N/N=C/c1c(F)cccc1Cl (stereo not drawn) | -1.2
COc1cc(C2C(C(=O)OC3CCCC3)=C(C)NC3=C2C(=O)CC(C)(C)C3)cc(Cl)c1O (stereo not drawn) | 0.63
CC(C)(C)NCc1nc(-c2ccc(Cl)cc2)no1 | -0.15
COc1ccc2c(c1)CCC1C2=Nc2ccccc2SC1c1ccc(C(F)(F)F)cc1 (stereo not drawn) | 1.9
CC(=Nc1ccc(Cl)cc1)c1ccsc1 | 0.26
O=C1CC(N2CCN(Cc3ccc4c(c3)OCO4)CC2)C(=O)N1CCc1ccccc1 (stereo not drawn) | 0.28
Cc1ccc(C2CC(C(F)(F)F)n3ncc(C(=O)N(C)C4CCCCC4)c3N2)cc1 (stereo not drawn) | -0.05
CCOC(=O)C(C(=O)C(F)(F)F)C(NC(N)=S)c1ccsc1 (stereo not drawn) | -1.2
CCOC(=O)/C(C)=N/Nc1ccc(F)cc1 | 0.97
CCOC(=O)/C(=N\Nc1cccc(C(F)(F)F)c1)c1csc(N)n1 | 1.4
Nc1nc(F)nc2c1ncn2[C@@H]1O[C@H](CO)[C@@H](O)[C@@H]1O | 1
CCOC(=O)c1sc2nc(C)nc(N3CCN(C)CC3)c2c1C | 0.55
CCC1C(=O)C(C)(C)C(=O)OC1c1ccc(Cl)cc1 (stereo not drawn) | -0.59
C=CCn1c(SC(C(C)=O)C(=O)OCC)nnc1-c1ccncc1 (stereo not drawn) | 1.8
CC1=CC(C)C2(CO)COC(c3ccc4c(c3)OCO4)C1C2C (stereo not drawn) | -1.3
COc1ccc(OC)c(C2C(C#N)=C(N)Oc3n[nH]c(C(C)(C)C)c32)c1 (stereo not drawn) | -1.9

# A second format for some results above.
compound: CC(C)CSc1nc2ccccc2n1CC(=O)O
- Dicer inh = 3.2*

compound: Cn1nccc1NS(=O)(=O)c1ccc(NC(=O)C(F)(F)F)cc1
- Dicer inh = 0.09

compound: Cc1cccc(NC(c2ccncc2)c2ccc3cccnc3c2O)c1 (stereo not drawn)
- Dicer inh = 0.59

# Further structures.
SMILES | Dicer inh
O=C(O)c1ccccc1C(=O)c1ccc(Oc2ccccc2)cc1 | -1.6
COC(=O)c1ccc(S(=O)(=O)NC(C)(C)C)n1C | 1.5
S=C1NC(c2ccccc2)=CC(c2ccsc2)S1 (stereo not drawn) | -1.6
CCOc1ccc(-c2cc3cc(OC)c(OC)cc3c(C)n2)cc1 | 0.69
Cc1nnc(N2C(=O)c3oc4ccccc4c(=O)c3C2c2ccccc2)s1 (stereo not drawn) | -0.53
O=C1CC2(CCCC2)C(=O)N1CCNc1nccc(C(F)(F)F)n1 | -1.4
CS(=O)(=O)N1CCC(Cc2ccccc2)CC1 | -0.69
CC1(C)Cc2c(C#N)c(SCCOc3ccccc3)nc(N3CCOCC3)c2CO1 | -0.13
C#CCSc1nnnn1-c1c(C)cccc1C | 2.5
COC(=O)c1cc(=O)nc2sccn12 | 2.2
COc1c(Cl)cc(Cl)c(OC)c1C(=O)NCCCN(C)C | -1.6
CCOC(=O)NC(NCCc1cc2ccccc2[nH]1)(C(F)(F)F)C(F)(F)F | -0.27
NC(=O)c1sccc1NS(=O)(=O)c1cc(Cl)c(Cl)cc1Cl | -0.01
Cc1ccc2c(c1)-c1cc(C)nn1C(c1cc(C)ccc1O)N2 (stereo not drawn) | 1
CCOC(=O)c1cnn(-c2ccc(Cl)cc2)c1C(F)(F)F | -0.46
Cc1nn(C(=O)c2cc(C)n(-c3ccccc3)n2)c(C)c1Br | 0.82
CC(=O)Nc1ccc(OC(F)(F)F)cc1Cl | -0.55
CCN(CCO)CCCC(C)Nc1ccnc2cc(Cl)ccc12 (stereo not drawn) | 0.24
CCCOc1ccc(-c2cc(OCC)c3c(C)oc(C)c3c(=O)c2)cc1 | 0.04
COc1cc(C#N)c2ccc3ccccc3c2c1 | -1.3
O=C(O)c1nn(-c2ccc(Cl)cc2)ccc1=O | 1.4
Cc1c(NC(=O)C2CCCCC2C(=O)O)c(=O)n(-c2ccccc2)n1C (stereo not drawn) | -0.14
